HCMV antiviral = qHTS Assay for inhibitors of the human cytomegalovirus (HCMV); 410,000 compounds, 4.5% hits; activity change, negative = inhibition, % at 57.5 µM; HFF cells, HCMV-luciferase reporter, 72 h; stronger effect = lower value; AID 1259415, 2018; in the data active means activity change below about -60%; inconclusive means no clear call, values can overlap the other calls; inactive means above about -39%
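After 16 h attachment at 37C, HFF cells received test compound and HCMV-luciferase (1 PFU/cell); reporter luminescence read 72 h later, data normalized against buffer-only and known inhibitor Salinomycin.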
LmPK inhibitor = qHTS Assay for Inhibitors of Leishmania Mexicana Pyruvate Kinase (LmPK); Q27686; purified LmPK, Kinase-Glo ATP luminescence, 1 h; Potency, µM (series often up to 57.5 µM), for the others: at the top dose activity change, negative = inhibition, usual class: inhibitors; 290,000 compounds, 0.37% hits; further: potency means the concentration at half of the fitted maximal effect
Target sequence (Q27686 whole entry, looked up): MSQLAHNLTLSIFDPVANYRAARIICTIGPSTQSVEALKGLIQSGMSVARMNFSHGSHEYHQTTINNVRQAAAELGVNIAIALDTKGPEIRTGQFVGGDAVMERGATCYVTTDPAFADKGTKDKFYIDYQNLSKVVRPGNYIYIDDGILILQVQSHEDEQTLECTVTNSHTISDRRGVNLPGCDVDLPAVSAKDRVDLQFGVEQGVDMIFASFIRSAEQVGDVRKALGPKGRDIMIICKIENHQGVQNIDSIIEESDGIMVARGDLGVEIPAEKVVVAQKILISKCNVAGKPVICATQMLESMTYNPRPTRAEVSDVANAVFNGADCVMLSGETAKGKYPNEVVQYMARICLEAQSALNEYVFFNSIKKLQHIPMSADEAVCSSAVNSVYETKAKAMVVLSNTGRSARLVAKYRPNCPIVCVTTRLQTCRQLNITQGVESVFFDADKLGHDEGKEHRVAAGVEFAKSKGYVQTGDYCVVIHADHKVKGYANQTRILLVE
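Purified LmPK (0.1 nM) converted ADP (0.1 mM) to ATP with PEP (0.5 mM) in imidazole buffer pH 7.2 with KCl and MgCl2, 1 h at room temperature. ATP was read by Kinase-Glo luminescence; data normalized to uninhibited and no-enzyme controls.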
AMA1 RON2 block = qHTS for Inhibitors of AMA1-RON; Towards Development of Antimalarial Drug Lead: Primary Screen; AlphaScreen AMA1-biotinylated RON2 peptide binding; 360,000 compounds, 0.2% hits; Potency, µM (titrated, usually from 58.2 µM), for the others: top-dose activity change, negative = inhibition, actives largely listed as inhibitors; Plasmodium falciparum AMA1 (3D7) - RON2 peptide interaction;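 further: potency means the concentration at half of the fitted maximal effect; 0% = vehicle wells and -100% = peptide control; nearly all actives have a fitted effect of over 45% in size; some results filed as inactive show a strong effect at the top dose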
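AMA1 (3D7) with his tag at 25 nM final met compounds first, then biotinylated RON2 peptide at 25 nM; detection used donor plus acceptor beads, 10 µg/mL apiece, read by AlphaScreen after 30 min at room temperature.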
Tb PYK inh = qHTS of Trypanosoma Brucei Inhibitors; Potency, µM (top dose mostly 76.8 µM), for inactives: at the highest dose activity, negative = inhibition, actives largely listed as inhibitors; TbPYK enzyme, Kinase-Glo Plus ATP luminescence, 45 min; 410,000 compounds, 0.12% hits; AID 624173, 2012; pyruvate kinase (Trypanosoma brucei), Q57TT1; further: potency means the concentration at half of the fitted maximal effect; nearly all actives have a fitted effect of over 50% in size
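Luminescence from Kinase-Glo Plus, added after a 45-minute room-temperature reaction, served as the end-point read-out. The enzyme and substrate were preincubated with compound before ADP (130 uM final) initiated turnover. Concentration-effect curves came from normalized qHTS data.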
HCV inhibitor = qHTS Assay for Inhibitors of Hepatitis C Virus (HCV) | Huh7.5.1 HCVcc-Cre infection, luciferase reporter, 44 h | AID 651820, 2012 | 340,000 compounds, 3.4% hits | Potency, µM (highest dose often 41.8 µM), for inactives: top-dose activity change, negative = inhibition, most hits filed as inhibitors; further: potency means the concentration at half of the fitted maximal effect
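Infectious HCVcc-Cre (~0.5 moi) was added to cells just after compound, with cells seeded 4 h earlier at 1,000 per well. Luciferase activity after 44 h culture reported infection; substrate was incubated 15 min at room temperature before reading.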
AmpC inh detg = qHTS Inhibitors of AmpC Beta-Lactamase (assay with detergent); AID 485294, 2010; AmpC hydrolysis of nitrocefin, absorbance 480 nm, 0.01% Triton; 370,000 compounds, 0.041% hits; Potency, µM (series often up to 114 µM), for the others: at the highest dose activity change, negative = inhibition, actives largely listed as inhibitors;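 further: potency means the concentration at half of the fitted maximal effect; 0% = no-compound wells and -100% = no-enzyme wells; nearly all actives have a fitted effect of over 25% in size; some results filed as inactive show a strong effect at the top dose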
Target sequence (P00811 whole entry, looked up): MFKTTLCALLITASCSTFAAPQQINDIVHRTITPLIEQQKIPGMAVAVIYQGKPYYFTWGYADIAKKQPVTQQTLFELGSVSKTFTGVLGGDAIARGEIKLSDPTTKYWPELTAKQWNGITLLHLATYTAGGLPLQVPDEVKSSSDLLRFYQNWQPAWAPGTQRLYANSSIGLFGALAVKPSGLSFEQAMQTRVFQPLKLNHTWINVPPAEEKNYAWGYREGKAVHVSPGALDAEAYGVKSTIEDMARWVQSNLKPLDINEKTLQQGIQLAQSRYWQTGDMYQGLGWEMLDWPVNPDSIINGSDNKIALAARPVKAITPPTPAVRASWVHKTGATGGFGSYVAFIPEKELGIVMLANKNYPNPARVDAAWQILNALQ
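AmpC (5.3 nM in the dispensed reagent) in 20 mM phosphate pH 7.0 with 0.01% (detergent screen) or 0.0001% Triton X-100 was preincubated with compounds for 15 min at room temperature. Nitrocefin was then added from an 800 uM solution, and hydrolysis was followed at 480 nm.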
AmpC inh no detg = qHTS Inhibitors of AmpC Beta-Lactamase (assay without detergent); AmpC nitrocefin hydrolysis, absorbance 480 nm, 0.0001% Triton; Potency, µM (titrated, usually from 57.1 µM), for inactives: at the highest dose activity change, negative = inhibition, usual class: inhibitors; 330,000 compounds, 0.52% hits; AID 485341, 2010;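 further: potency means the concentration at half of the fitted maximal effect; plate controls were no compound for no effect and no enzyme for full effect; nearly all actives have a fitted effect of over 20% in size; some results filed as inactive show a strong effect at the top dose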
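20 mM phosphate pH 7.0 + 0.01% (detergent screen) or 0.0001% Triton X-100; 5.3 nM AmpC reagent; cpd preinc 15 min RT; nitrocefin (800 uM stock) to start; A480 q20 s × 4 min; Activity was normalised to no-enzyme and no-compound control wells.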
* marks the source's active call; other numbers are inactive results; ? = inconclusive; nt = not tested or not shown; [ ] = dose if it differs, or a comment. Unless noted, the call rests on the fitted dose curve; in most records, active means well fitted curve in the direction sought with a large enough effect; inconclusive means small, poorly fitted or top-dose-only effect, or another doubt; inactive means no such curve, though single readings can be large; an effect the other way counts as inactive or inconclusive. Unless noted, on the % scale 0 is the no-effect control and ±100 the full control effect.

Compound,HCMV antiviral,LmPK inhibitor,AMA1 RON2 block,Tb PYK inh,HCV inhibitor,AmpC inh detg,AmpC inh no detg
O=C(NC1CCCCC1)C(c1ccc(F)cc1)N(Cc1ccc2c(c1)OCO2)C(=O)c1cnsn1 (stereo not drawn),-34,3%,1%,4%,6%,2%,-18%
O=C(c1cccnc1)N1N=C(C2CCCCC2)CC1(O)C(F)(F)F (stereo not drawn),-3,9%,49%[activator],-5%,6%,-5%,8%
CCn1nnc2cc(C(=O)Nc3ccc(C)cc3Br)ccc21,20,nt,nt,4%,nt,1%,nt
O=C(NCC(=O)N1CC(O)CC1C(=O)N1CCCC1C(=O)OCc1ccccc1)OCc1ccccc1 (stereo not drawn),-26,10%,-1%,1%,-7%,4%,58%
CC(C)NC(=O)C1CCN(C(=O)c2cc3sccc3n2Cc2ccc(F)cc2)CC1,nt,-10%,9%,2%,?,-2%,23%
O=C(CCNC(=O)c1ccccc1Cl)Nc1nnc(C2CC2)s1,16,2%,-4%,5%,?,?,-1%[11.4 µM]
Cc1ccc(OCC(=O)NCCNC(=O)c2cnccn2)cc1,55,2%,3%,5%,6%,-8%,-2%
COc1ccccc1S(=O)(=O)Cc1ccc(C(=O)NCCCN2CCN(c3ccc(F)cc3)CC2)o1,-39,-4%,1%,1%,?,-5%,122%[activator]
O=C(NCc1ccc(F)cc1)C1CCCN(S(=O)(=O)c2ccc(Br)s2)C1 (stereo not drawn),12,-1%,2%,-5%,-28%,?,-8%
CC(C)(C)c1nnc2sc(SCC(=O)c3ccccc3)nn2c1=O,67,-2%,-5%,-3%,1%,2%,-27%
CCn1nnnc1SCC(=O)c1cc(OC)ccc1OC,-8,0%,-2%,0%,-5%,-4%,-16%
CCN(Cc1ccccc1)C(=O)C(=O)c1cn(CC(=O)N2CCCC2)c2ccccc12,-22,4%,13%,2%,1%,-3%,151%[activator]
C[C@H](NC(=O)c1ccc2ccccc2c1)C(=O)N1CCC2(CC1)NCCc1[nH]cnc12,-16,-1%,-12%,13%,?,-4%,-14%
COc1cccc(CNC(=O)C2CCC(=O)N(C3CC3)C2)c1OC (stereo not drawn),40,-10%,6%,0%,3%,?,-3%
CCc1ccc(NC(=O)CC2C(=O)N(c3ccc(OC)cc3)C(=O)N2Cc2cccs2)cc1 (stereo not drawn),-34,nt,nt,2%,nt,?,nt
Cc1nc(NNC(=O)c2ccc([N+](=O)[O-])cc2)cc(-c2ccccc2)n1,-31,1%,61%[activator],-11%,-16%,1%,-16%
O=C1/C(=C/c2ccco2)SC(=S)N1CCC(=O)N1CCCCC1CCO (stereo not drawn),-92*,14%,-1%,-21%,2%,2%,64%[activator]
COc1ccc(OC)c(Nc2nc3nonc3nc2N2CCCC(C)C2)c1 (stereo not drawn),17,-1%,-9%,5%,1%,-9%,-9%
CC1CCCCC1NC(=O)CN1C(=O)NC(C)(c2cc(F)ccc2F)C1=O (stereo not drawn),-12,nt,0%,-7%,-4%,-1%,-12%
CCCCOc1ccc(CSc2nnc(C)n2N)cc1[N+](=O)[O-],-19,-16%,4%,0%,11%,-3%,-17%
c1ccc(-c2nc3c4ccccc4ccn3c2CN2CCCCC2)cc1,42,-4%,-1%,-2%,-19%,-1%,-16%
COc1ccc(NC(=O)C2CC(=O)n3ncnc3N2)cc1 (stereo not drawn),29,-5%,3%,1%,2%,1%,-9%
CCN(CC(=O)Nc1ccc(NC(C)=O)cc1)C(=O)c1ccc2c(c1)S(=O)(=O)N=C1CCCCCN12,-19,nt,7%,1%,8%,?,-15%
CC(c1ccco1)N(C(=O)COc1ccccc1[N+](=O)[O-])c1ccccn1 (stereo not drawn),4,3%,4%,0%,7%,-1%,nt
COCCN1Cc2cccc(C(=O)Nc3cccc(C)c3C)c2C1=O,-8,1%,3%,-7%,-16%,?,-12%
CCOC(=O)c1[nH]c2ccc(OC)cc2c1NS(=O)(=O)c1ccc(Cl)s1,-11,1%,-1%,-1%,-24%,?,?
O=C1OCC2OC(O)C(O)C(O)C2OC(=O)c2cc(O)c(O)c(O)c2-c2c(O)c(O)c3oc(=O)c4c(c(O)c(O)c5oc(=O)c2c3c54)-c2c1cc(O)c(O)c2O (stereo not drawn),nt,-16%,nt,nt,nt,-7%,-22%
O=C(NN1CCOCC1)C12CC3CC(CC(C3)C1)C2,-5,-4%,-5%,-5%,9%,-15%,-22%
COc1ccc2cc(C(N)=O)/c(=N\NC(=O)c3ccccc3)oc2c1,23,0%,83%[activator],2%,-5%,0%,-27%
O=C(Nc1nnc(Cc2ccc(Cl)cc2)s1)c1cccnc1,58,7%,7%,7%,10%,-3%,0%

Random excerpt: 3 compounds from above.
Compound,HCMV antiviral,LmPK inhibitor,AMA1 RON2 block,Tb PYK inh,HCV inhibitor,AmpC inh detg,AmpC inh no detg
O=C(Nc1nnc(Cc2ccc(Cl)cc2)s1)c1cccnc1,58,7%,7%,7%,10%,-3%,0%
COc1ccc(NC(=O)C2CC(=O)n3ncnc3N2)cc1 (stereo not drawn),29,-5%,3%,1%,2%,1%,-9%
CCCCOc1ccc(CSc2nnc(C)n2N)cc1[N+](=O)[O-],-19,-16%,4%,0%,11%,-3%,-17%

Next section:
Compound,HCMV antiviral,LmPK inhibitor,AMA1 RON2 block,Tb PYK inh,HCV inhibitor,AmpC inh detg,AmpC inh no detg
O=C(c1ccc(S(=O)(=O)N2CCCCCC2)cc1)N1CCN(c2ccccn2)CC1,-13,4%,3%,0%,0%,0%,40%
CCc1cc(=O)oc2c(C)c(OC(C)C(=O)NCCCn3ccnc3)ccc12 (stereo not drawn),?,6%,-11%,1%,-8%,-11%,-36%
CN1C(=O)C2(Oc3ccccc3C3CC(c4ccccc4)=NN32)c2ccccc21 (stereo not drawn),nt,-4%,0%,-25%,-14%,-12%,-33%
COc1ccc(Cc2nnc(SCC(=O)c3ccccc3)o2)cc1,-26,1%,10%,-12%,5%,-8%,-17%
N#C/C(=C\C=C\c1ccccc1[N+](=O)[O-])c1nc(-c2ccc3c(c2)OCO3)cs1,4,7%,0%,0%,11µM*,-1%,-33%
C=C(C)Cc1c(C)nc(-c2ccccc2)[nH]c1=O,23,-2%,-1%,-5%,17%,?,-16%
CC(Oc1ccccc1F)c1nnc(SCC(=O)c2c(N)n(C3CC3)c(=O)[nH]c2=O)o1 (stereo not drawn),-18,nt,7%,0%,9%,-2%,-12%
COc1ccc(C(=O)OCCNC(=O)c2c(Cl)nc3ccccn23)cc1,?,1%,-7%,2%,?,-19%,10%
Cc1ccc(S(=O)(=O)NC(CC(C)C)C(=O)Oc2ccc3c4c(c(=O)oc3c2)CCC4)cc1 (stereo not drawn),-11,-3%,-9%,3%,14%,4%,1%
O=S(=O)(c1ccc(=S)[nH]c1)N1CCCCC1,-3,nt,32%[activator],-7%,8%,4%,-4%
CCc1ccc2c(c1)C1(SC(NC(C)=O)=NN1C(C)=O)C(=O)N2C(C)C (stereo not drawn),-15,2%,-3%,3%,-5%,-7%,75%[activator]
Cn1c(N)c(C(=O)COC(=O)C2(c3ccc(Cl)cc3)CCCC2)c(=O)n(C)c1=O,-27,6%,-1%,?,1%,-10%,-3%
O=[N+]([O-])c1cccc(-c2ccc3nnc(SCc4ccccn4)n3n2)c1,0,-3%,8%,-5%,-1%,?,-10%
CCC(=O)N(Cc1cc2cc(OC)ccc2[nH]c1=O)c1ccccc1C,24,0%,3%,1%,-18%,-3%,-9%
O=S(=O)(c1ccccc1)N1CCN=C1SCc1ccc(Cl)cc1,-32,-3%,20%,8%,1%,-6%,-14%
Cc1cc(C(=O)OCC(=O)Nc2ccc(F)cc2)c(C)n1C1CC1,-16,nt,3%[11.6 µM],1%,?,-4%,-24%
CCCCC1=CC2=CC(=O)C(C)(OC(=O)CCc3ccccc3)C(=O)C2=CO1 (stereo not drawn),-3,-7%,-8%,-22%,-9%,0%,?
CCOc1ccc(OCCOCCOc2c(Cl)cccc2Cl)cc1,-28,nt,7%,7%,1%,nt,nt
CCOc1ccc(C2CC(=O)NC(SCC(=O)OC)=C2C#N)cc1 (stereo not drawn),-32,12%,-9%,-15%,-28%,-13%,-10%
CC(C)(C)c1ccc(-c2nc3cc(N)ccc3o2)cc1,-14,0%,3%,-4%,7%,1%,31%
COc1ccc(C(=O)COC(=O)c2ccc(Cl)nc2)c(OC)c1,-30,nt,1%,-4%,?,-13%,-30%
COc1cc(/C=C2\SC(N3CCCCC3)=NC2=O)cc(OC)c1OC,149,-8%,-2%,-2%,-12%,4%,125%[activator]
Cc1cccc(C)c1NC(=O)CNC(=O)c1ccc2ccccc2n1,5,nt,0%,-23%,8%,-1%,-20%
CC(C)N(C(=O)Cn1cc(SCC(=O)N2CCCC2)c2ccccc21)C(C)C,61,-10%,10%,-23%,-5%,3%,63%[activator]
CCCCN(Cc1cc2cc(C)ccc2[nH]c1=O)C(=O)c1cccc(Cl)c1,-16,nt,nt,0%,nt,13%,nt
CC(=O)Nc1ccc(S(=O)(=O)Oc2cccc(/C=N/N=C3/NC(=O)C(CC(=O)O)S3)c2)cc1 (stereo not drawn),-9,3%,0%,-2%,11%,1%,-24%
COc1ccc(CCN=C(N)NS(=O)(=O)c2ccc(OC)c(OC)c2)cc1OC,6,7%,21%,-3%,nt,?,14%
CC(C)c1ccc(C2N=C(N)Nc3nc4ccccc4n32)cc1 (stereo not drawn),-5,nt,nt,-3%,nt,10%,nt
CCN(c1ccccc1)c1cc(C)nc2ncnn12,3,2%,3%,-5%,-8%,-9%,-16%
CC(C)c1ccc(NC(=O)Cn2c(=O)oc3cccnc32)cc1,34,3%,1%,-6%,10%,4%,-19%

From PubChem BioAssay
